IL1B NFkB pot: enhancers of NFkB p65 translocation in HUVEC – imaging, IL-1B stimulus, high-content imaging, primary screen. 0.3% of 94,000 active. HUVEC IL-1B NFkB p65 nuclear translocation imaging. activation, % at 2 µM;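 active = activation above 40%, about the mean plus 3 SD, also judged a hit on visual image review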;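 note: percent activation is computed from the nuclear over cytoplasmic p65 intensity ratio; values of inactives mirror those of a sister screen read the other way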
MRP resist rev: reversal of MRP1-mediated doxorubicin resistance, primary screen, H69AR cells, doxorubicin co-treatment; H69AR cells + 2 uM doxorubicin, CellTiter-Glo, 72 h; differential viability (reversal), % at 10 µM; 0.04% of 85,000 active;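 active = viability drop by adding the cancer drug above about 55%, with treated viability meeting a 40% cutoff, limit read from the data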;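 note: viability without doxorubicin minus viability with 2 µM doxorubicin for each compound; larger differential means the compound sensitizes cells more to doxorubicin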
NFkB transloc inh: inhibitors of IL-1B driven NFkB p65 nuclear import, primary screen, imaging, HUVEC, IL-1B stimulus, high-content imaging | HUVEC IL-1B NFkB p65 nuclear translocation imaging | inhibition, % at 2 µM | 0.43% of 94,000 active | AID 796, 2007;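 active = inhibition above about 30% together with a positive call from visual inspection of the well image, limit read from the data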;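 note: nuclear over cytoplasmic p65 intensity ratio measured by imaging; 0% = IL-1B stimulated DMSO wells and 100% = unstimulated DMSO wells; values of inactives mirror those of a sister screen read the other way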
Bcl-B displacement: displacers of TR3 peptide from Bcl-B, primary screen, selectivity assay for Bfl-1 inhibitor project, biochemical, fluorescence polarization; displacement, % at 20 µM; hits with a dose series show IC50 in µM; Bcl-2-like protein 10 (Homo sapiens); FP displacement of FITC-TR3 peptide from Bcl-B; higher % means a stronger effect; 0.11% of 96,000 active;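 active = displacement above 50% at 20 µM plus a fluorescence interference ratio under 1.5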;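 note: plate controls were wells without compound for no effect and wells lacking Bcl-B protein for full effect; a part of the inactive calls stands beside numbers as strong as those of hits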
PLAP inhibitors HTS: PLAP enzyme inhibitors, biochemical, luminescence, HTS (AID 690). inhibition, % at 20 µM, or IC50 in µM where a hit was titrated. 0.08% of 96,000 active. purified PLAP, luminescent substrate; higher % means a stronger effect. Alkaline phosphatase, placental type (Homo sapiens); in the data active = a potency from the dose series; inactive = the rest, 99 in 100 with inhibition below about 30%; note: strong numbers were not always called active
MRP resist rev cytotoxicity: also measured in MRP resist rev; calls as there; viability, %; H69AR cells, CellTiter-Glo, 72 h; measured here: cytotoxicity without doxorubicin
MRP resist rev with doxorubicin: also measured in MRP resist rev; calls as there; viability, %; measured here: viability with 2 uM doxorubicin; active compounds read low
NFkB transloc inh cell count 2 µM: further read-out of NFkB transloc inh, marked with its call; cell count; measured here: cells passing quality filter;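 raw number of nuclei counted in each imaged well without normalization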
IL1B NFkB pot cell count 2 µM: also measured in IL1B NFkB pot; calls as there; cell count; measured here: cells passing quality filter
Starred values were filed as active, the others as inactive; nt = no result given.

SMILES	IL1B NFkB pot	IL1B NFkB pot cell count 2 µM	MRP resist rev	MRP resist rev cytotoxicity	MRP resist rev with doxorubicin	NFkB transloc inh	NFkB transloc inh cell count 2 µM	Bcl-B displacement	PLAP inhibitors HTS
c1ccc(-c2nnnn2CCOCCn2nnnc2-c2ccccc2)cc1	10.9	101	-5.2	103.0	108.1	-10.9	101	0.1%	7.9%
O=C(O)CCc1c(C(=O)O)[nH]c2ccccc12	nt	nt	12.3	97.3	85.0	nt	nt	-1.6%	-3.4%
CC(C)(C)n1nnnc1C(c1ccc(F)cc1)N(Cc1ccc(F)cc1)Cc1ccco1 (stereo not given)	-0.7	162	13.7	80.0	66.4	0.7	162	-6.2%	-12.4%
COC(=O)c1ccc(NC(=O)NS(=O)(=O)c2ccc(C)cc2)cc1	nt	nt	-0.9	90.3	91.3	nt	nt	5.5%	20.6%
CCOC(=O)C1=C(C)NC(=O)NC1c1ccc(OCCO)c(OC)c1 (stereo not given)	23.2	135	4.1	95.4	91.2	-23.2	135	0.7%	1.2%
OCc1n[nH]c(CO)n1	nt	nt	-11.0	106.7	117.7	nt	nt	-9.7%	4.5%
COc1ccc(NC2=NCCC2)cc1	1.2	187	nt	nt	nt	-1.2	187	11.5%	-18.8%
CCOc1ccccc1-n1c(COc2ccc(C)cc2)nnc1SCC(N)=O	18.1	102	19.0	105.9	86.9	-18.1	102	-2.5%	-55.9%
Cn1nnnc1SCC(=O)c1c(N)n(C)c(=O)n(C)c1=O	-2.4	125	6.8	95.3	88.5	2.4	125	-0.3%	0.7%
Cn1ccnc1SCC(=O)Nc1ccc2nc(SCC(=O)NC3CC3)sc2c1	13.8	65	-16.6	37.0	53.6	-13.9	65	4.9%	12.7%
COc1ccc(C2/C(=C(\O)c3cc(C)ccc3C)C(=O)C(=O)N2CCN(C)C)cc1OC (stereo not given)	3.7	172	1.5	102.9	101.4	-3.7	172	-7.7%	-42.3%
O=C(NCC1(c2ccccc2)CCCC1)C1(c2ccccc2)CCCC1	-15.4	117	4.6	68.0	63.4	15.4	117	nt	nt
Cc1c(C(=O)OCC2CCCO2)[nH]c2c1C(=O)CC(c1ccc(N(C)C)cc1)C2 (stereo not given)	nt	nt	-1.9	56.5	58.4	nt	nt	-1.6%	-3.9%
Nc1c(C(=O)OCC2CCCO2)c2nc3ccccc3nc2n1C1CCCCC1 (stereo not given)	-8.2	162	-4.3	57.1	61.4	8.2	162	1.6%	8.4%
S=c1[nH]nc(-c2ccc(Cl)cc2)n1Cc1ccccc1	15.9	129	0.4	76.7	76.3	-15.9	129	nt	nt
O=C(Nc1cc(Cl)ccc1N1CCOCC1)c1cnccn1	7.5	139	-0.7	87.6	88.3	-7.5	139	nt	nt
CC(=O)Nc1ccc(S(=O)(=O)Oc2ccc(/C=N/NC(=O)c3ccc(Cl)cc3)cc2)cc1	7.4	154	nt	nt	nt	-7.4	154	-3.2%	-3.4%
CC(C)(C)NC(=O)CN(C(=O)C1CSC(=O)C1)c1ccc2c(c1)OCCO2 (stereo not given)	9.3	181	9.0	100.0	91.0	-9.3	181	2.1%	-32.7%
CC(=O)N(Cc1ccccc1)c1ncc2c(n1)c(=O)c(C#N)c1ccccn12	20.9	57	0.6	98.4	97.8	-20.9	57	29.3%	7.4%
COC(=O)c1nc(N)sc1-c1ccccc1	6.9	160	11.4	86.2	74.8	-6.9	160	7.5%	19.1%
Cc1cc(NCCOCCO)n2ncc(-c3ccc(Cl)cc3)c2n1	29.4	10	-10.0	21.7	31.7	-29.4	10	-4.0%	-46.0%
CC1(C)N=C(SCC(=O)Nc2ccccc2)C(c2ccc(Cl)cc2)=N1	7.2	170	3.8	61.2	57.4	-7.2	170	-0.2%	4.0%
Cc1cccc(-c2noc(CN(C(=O)c3c(-c4ccccc4Cl)noc3C)C(C)C)n2)c1	8.9	149	-8.9	63.5	72.4	-8.9	149	-14.3%	-44.8%
Cn1ncc2c(Nc3ccc(-c4ccccc4)cc3)ncnc21	nt	nt	nt	nt	nt	nt	nt	-5.7%	-23.3%
O=C(CSc1ncccn1)NCc1ccc(F)cc1	4.4	160	4.7	90.5	85.7	-4.4	160	-3.7%	9.1%
CCc1ccccc1OCCCCCNCCO	nt	nt	31.0	86.9	56.0	nt	nt	4.6%	-40.9%
O=C(Nc1nn[nH]n1)c1cccc(Oc2ccccc2)c1	nt	nt	nt	nt	nt	nt	nt	-1.2%	0.6%
CCOC(=O)C1CCN(C(=O)CCCCn2c(=O)[nH]c3ccccc3c2=O)CC1	13.0	183	2.0	89.3	87.2	-13.0	183	nt	nt
CCOC(=O)c1sc(NC(=O)c2cc(-c3ccccc3C)nc3ccccc23)c(C#N)c1C	1.2	171	nt	nt	nt	-1.2	171	-14.4%	-70.0%
CC(C)CC(=O)N1CCN(S(=O)(=O)c2ccc(F)cc2)CC1	13.2	109	nt	nt	nt	-13.2	109	-1.4%	12.9%
COCCNC(=O)CN(C(=O)Cn1nnc2ccccc21)c1ccccc1	-1.2	143	10.6	96.3	85.6	1.2	143	6.1%	11.5%
CN(C(=O)c1cccc(C#N)c1)c1nnc(C2CCCO2)s1 (stereo not given)	-12.5	114	12.9	90.3	77.4	12.5	114	4.9%	-9.4%
COc1ccccc1OCC(=O)N1CCN(c2ccccc2OC)CC1	nt	nt	9.4	89.0	79.6	nt	nt	-8.1%	-21.2%
Cn1c(=O)c2c(nc(NCc3ccco3)n2CCc2ccccc2)n(C)c1=O	nt	nt	1.5	90.8	89.3	nt	nt	-3.0%	9.0%
Clc1ccc(Cc2nn3c(-c4ccncc4)nnc3s2)cc1	6.6	156	20.1	89.2	69.1	-6.6	156	nt	nt
Cc1nc2ccccc2n1CC(=O)N1CC(=O)Nc2ccccc21	6.6	146	0.4	91.1	90.7	-6.6	146	-8.7%	-15.0%
COc1ccc(NC(=O)c2cccc(NC(=O)C3C4CC5OC(=O)C3C5C4)c2)c(OC)c1 (stereo not given)	4.9	162	15.3	97.2	81.9	-4.9	162	2.2%	11.2%
O=C(Nc1ccc(S(=O)(=O)N2CCCC2)cc1)N1c2ccccc2Sc2ccccc21	11.6	133	nt	nt	nt	-11.6	133	0.7%	6.4%
C=CCOc1cccc(C2C(C(=O)c3ccc(C)o3)=C(O)C(=O)N2CCN(C)C)c1 (stereo not given)	3.0	130	2.3	96.8	94.5	-3.0	130	-5.9%	-29.8%
Cc1cccc(N2CCN(C(=O)CCNS(=O)(=O)c3ccc4c(c3)CCC(=O)N4)CC2)c1C	nt	nt	-12.9	75.9	88.8	nt	nt	-8.3%	-62.3%
C=CCNC(=O)c1ccc(C(=O)c2ccccc2)cc1	-6.6	114	-7.6	55.4	63.0	6.6	114	0.4%	21.4%
CCOC(=O)C1C(c2ccc(C)o2)NC(=O)NC1(O)C(F)(F)F (stereo not given)	-8.4	137	-13.4	98.2	111.6	8.4	137	-1.7%	5.2%
CCOC(=O)N1CCC(NC(=O)c2cc(C(=O)Nc3ccc(F)cc3F)ccc2CO)CC1	23.0	198	-2.0	76.7	78.7	-23.0	198	-6.8%	-9.8%
Cc1ccc(S(=O)(=O)N2CCCCC2C(=O)N2CCN(c3ccccc3F)CC2)cc1 (stereo not given)	13.3	79	-3.6	88.9	92.5	-13.3	79	6.9%	0.1%
CC(=O)c1cc(C#N)c(Oc2cc(C)cc(C)c2)nc1C	18.3	188	nt	nt	nt	-18.3	188	0.3%	5.5%
CN(CCCNC(=O)c1ccc(N2CCCC2=O)cc1)c1ccccc1	10.9	131	13.7	98.8	85.0	-10.9	131	nt	nt
Cc1nnc(NC(=O)C2CCCN(S(=O)(=O)Cc3ccccc3)C2)s1 (stereo not given)	-2.9	216	13.8	98.2	84.4	2.9	216	-6.3%	-1.3%
O=C(NCCN1CCc2ccccc2C1)C1CC(=O)N(C2CCCC2)C1 (stereo not given)	8.1	201	-6.7	85.9	92.6	-8.1	201	-3.6%	-38.2%
O=C(O)CC1S/C(=N/N=C/c2ccc(-c3ccc(Cl)cc3[N+](=O)[O-])o2)NC1=O (stereo not given)	18.2	201	2.5	99.7	97.1	-18.2	201	-8.9%	-23.8%
CC(=O)N1CCN=C1SCc1c(F)cccc1Cl	-4.8	53	14.2	98.6	84.4	4.8	53	-1.2%	15.8%
Cc1csc(N(C)C(=O)CSc2nnc(COc3ccccc3C)o2)n1	1.0	146	11.0	88.2	77.2	-1.0	146	15.3%	15.9%
Cc1cc(C(=O)CSc2nnnn2-c2ccc(O)cc2)c(C)n1Cc1ccc2c(c1)OCO2	nt	nt	nt	nt	nt	nt	nt	-20.5%	-41.1%
Cc1ccc(-n2c(SCC(N)=O)nc3c([nH]c4ccccc43)c2=O)cc1	nt	nt	-22.9	54.4	77.3	nt	nt	-7.2%	12.4%
Brc1cc(Br)c2nc(-c3cccs3)ccc2c1	21.1	176	-0.7	80.3	80.9	-21.1	176	-8.5%	35.9%
O=[N+]([O-])c1ccccc1N/N=C/c1c[nH]c2ccccc12	-7.4	146	nt	nt	nt	7.4	146	-8.3%	17.0%
c1ccc(-c2nc(NCc3ccco3)c3ccccc3n2)nc1	-6.4	141	-21.0	16.0	37.0	6.4	141	16.5%	-55.6%
COc1cc(OC)cc(C(=O)NC(=S)Nc2ccc(Cl)c(C(=O)O)c2)c1	7.5	156	nt	nt	nt	-7.5	156	-18.4%	1.8%
CCOC(=O)c1c(C)oc2ccc(NS(=O)(=O)c3cccs3)cc12	-0.6	200	-11.7	60.3	72.0	0.6	200	5.1%	-1.2%
Cn1nc(-c2ccc(C(=O)N3CCN(c4ccccc4)CC3)cc2)c2ccccc2c1=O	-99.4	16	-0.8	83.4	84.2	99.4*	16*	nt	nt
Cc1ccc(-c2noc(C3CCN(S(=O)(=O)c4ccc5c(c4)OCCO5)CC3)n2)o1	2.3	135	-47.9	39.8	87.7	-2.3	135	-19.3%	6.1%
O=C1OC(c2ccccc2)=N/C1=C\N1CCCCC1	7.2	60	4.4	92.0	87.6	-7.2	60	2.0%	8.3%
CC1CCCN(C(=O)Cn2nnc(-c3cccnc3)n2)C1 (stereo not given)	1.1	179	-3.2	85.7	88.8	-1.1	179	5.0%	-4.3%
O=C(NC(C(=O)c1ccccc1)n1cnccc1=O)c1ccccc1 (stereo not given)	4.5	90	nt	nt	nt	-4.5	90	-3.5%	-9.4%

Assay outcomes deposited in PubChem by several laboratories.

Not all compounds are listed, so the mix of outcomes need not match the whole.
